From PubChem
TIM10 inh = inhibits growth of TIM10 yeast strain; S. cerevisiae TIM10 strain growth, BacTiter-Glo luminescence, 24 h; inhibition, % at 10 µM; hit rate 1.4% among 330,000;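 active = inhibition of 40% or more at the single tested concentration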;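 note: wild-type TIM10 isogenic control strain grown at permissive 25 °C; 0% = DMSO yeast wells and 100% = minimal medium wells without yeast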
mIAP activ = increases mouse intestinal alkaline phosphatase activity; hit rate 0.24% among 330,000; activation factor at 10 µM; AID 2805; muIAP, CDP-Star luminescence, 30 min; active compounds read high; 1 = vehicle-only enzyme signal, 0 = enzyme-free wells;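 active = activation factor of at least 2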; note: the source names both 10 and 20 µM as test concentration; values of inactives mirror those of a sister screen read the other way
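System: Mouse IAP enzyme | Also added: CDP-Star substrate | Dosing: Compounds dispensed in DMSO | Schedule: 30 min enzyme-substrate-compound incubation at room temperature | Technique: Chemiluminescence readout | Control set: DMSO-only wells and no-enzyme negative control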
mIAP inh = mouse IAP inhibition | inhibition, % at 10 µM | hit rate 0.2% among 330,000 | purified mouse IAP, CDP-Star luminescence, 30 min | AID 2806;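 active = inhibition of at least 40% at 10 µM in the primary screen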;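 note: plate controls were DMSO with enzyme for no effect and no enzyme wells for full effect; values of inactives mirror those of a sister screen read the other way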
hIAP inh = human IAP inhibition; purified IAP, CDP-Star luminescence, 30 min; inhibition, % at 10 µM; hit rate 0.12% among 330,000; AID 2544;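 active = inhibition reaching a set limit with compound at 10 µM in the primary screen, cut at about 35% in these data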;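 note: plate controls were DMSO wells with enzyme for no effect and no-enzyme buffer wells for full effect; values of inactives mirror those of a sister screen read the other way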
hIAP activ = increases human intestinal alkaline phosphatase activity; activation factor at 10 µM; AID 2524; hit rate 0.16% among 330,000; P09923; purified human IAP, CDP-Star luminescence, 30 min; active compounds read high; 1 = vehicle-only enzyme, 0 = enzyme-free background;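 active = activation factor of the enzyme at least 2-fold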; note: the source names both 10 and 20 µM as test concentration; values of inactives mirror those of a sister screen read the other way
Apaf1 inhib = human Apaf-1 inhibition; reconstituted apoptosome caspase-3 activity, DEVD-Rh110 fluorescence; inhibition, % at 20 µM; hit rate 0.71% among 330,000; active = inhibition of at least 40% at 20 µM;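 note: plate controls were DMSO wells for no effect and DEVD-CHO caspase inhibitor wells for full effect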
Target sequence (O14727 whole entry, looked up): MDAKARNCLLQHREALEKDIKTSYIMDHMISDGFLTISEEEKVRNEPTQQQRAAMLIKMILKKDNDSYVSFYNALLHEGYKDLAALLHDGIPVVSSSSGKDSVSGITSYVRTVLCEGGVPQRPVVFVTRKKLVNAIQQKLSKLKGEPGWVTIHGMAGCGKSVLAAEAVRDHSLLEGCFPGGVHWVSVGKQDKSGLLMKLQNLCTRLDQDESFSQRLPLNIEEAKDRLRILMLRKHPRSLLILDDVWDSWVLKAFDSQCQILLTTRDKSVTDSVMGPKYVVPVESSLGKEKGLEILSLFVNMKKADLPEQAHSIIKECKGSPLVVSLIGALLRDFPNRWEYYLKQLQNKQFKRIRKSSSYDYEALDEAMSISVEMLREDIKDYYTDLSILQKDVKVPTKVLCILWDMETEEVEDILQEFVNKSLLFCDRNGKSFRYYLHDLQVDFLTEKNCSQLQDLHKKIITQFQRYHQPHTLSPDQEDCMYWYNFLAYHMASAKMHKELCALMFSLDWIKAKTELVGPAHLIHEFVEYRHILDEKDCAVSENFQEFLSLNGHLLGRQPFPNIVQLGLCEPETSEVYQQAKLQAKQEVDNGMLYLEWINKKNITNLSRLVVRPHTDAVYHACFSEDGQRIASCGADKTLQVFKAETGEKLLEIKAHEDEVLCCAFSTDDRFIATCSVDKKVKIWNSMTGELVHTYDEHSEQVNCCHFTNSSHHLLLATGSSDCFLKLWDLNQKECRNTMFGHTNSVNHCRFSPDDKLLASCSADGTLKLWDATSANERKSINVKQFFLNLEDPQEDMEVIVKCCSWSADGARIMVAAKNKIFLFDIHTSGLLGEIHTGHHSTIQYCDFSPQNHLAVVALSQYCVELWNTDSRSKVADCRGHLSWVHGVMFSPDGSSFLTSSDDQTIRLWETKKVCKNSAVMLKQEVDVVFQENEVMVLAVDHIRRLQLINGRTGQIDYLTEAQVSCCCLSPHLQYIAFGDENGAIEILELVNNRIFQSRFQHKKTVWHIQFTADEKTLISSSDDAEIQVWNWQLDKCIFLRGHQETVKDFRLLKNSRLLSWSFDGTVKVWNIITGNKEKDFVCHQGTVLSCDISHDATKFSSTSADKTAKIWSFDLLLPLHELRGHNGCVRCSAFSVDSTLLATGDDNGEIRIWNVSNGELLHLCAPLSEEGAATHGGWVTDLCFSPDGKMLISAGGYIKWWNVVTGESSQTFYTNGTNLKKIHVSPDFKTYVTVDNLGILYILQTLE
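Material: reconstituted apoptosome with Apaf-1, cytochrome c, caspase-9, procaspase-3, dATP. Technique: Rh110 fluorescence intensity. Buffer or medium: pH 7.5 Hepes buffer with CHAPS, BSA, DTT. Times: 30 min plus 50 min, RT.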
ATG4B inh = inhibitors of human ATG4B cysteine protease. Q9Y4P1. ATG4B cleavage of LC3-PLA2, NBD-HPC fluorescence, 1 h. inhibition, % at 8.33 µM. hit rate 0.51% among 340,000; in the data active = inhibition above about 40%
NLRP3 yeast inh = blocks the NALP3 inflammasome reconstituted in yeast; Yeast reconstituted NLRP3/ASC/caspase-1, beta-gal luminescence, 24 h; inhibition, % at 10 µM; hit rate 0.39% among 330,000; AID 2825;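 active = inhibition of 50% or more; inactive = inhibition below 50%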;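 note: plate controls were induced DMSO wells for no effect and uninduced yeast grown without galactose for full effect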
tim10-1 inh = growth inhibitors of tim10-1 mutant yeast | S. cerevisiae tim10-1 ts strain growth, BacTiter-Glo, 24 h | inhibition, % at 20 µM | hit rate 2.2% among 330,000 | AID 463190;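 active = inhibition of at least 40%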;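 note: mutant grown at 25 °C; 0% = DMSO wells with yeast and 100% = wells holding no yeast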
* hit, by the source's call.

compound,TIM10 inh,mIAP activ,mIAP inh,hIAP inh,hIAP activ,Apaf1 inhib,ATG4B inh,NLRP3 yeast inh,tim10-1 inh
CN(C)c1nc(-c2cn(CCC#N)c3ccccc23)cs1,21,0.81,19,18,0.82,8,-4,15,10
CCCCNC(=O)CCC(=O)Nc1ccc2nc(N3CCOCC3)cc(C)c2c1,-19,1,-2,2,0.98,0,0,9,5
CCOC(=O)N1CCN(C2CC(=O)N(c3ccc(F)cc3)C2=O)CC1 (stereo not given),12,0.99,1,-9,1.1,-31,1,10,7
O=C(N/N=C/c1c(F)cccc1Cl)C1CC1,18,0.95,5,-17,1.2,-142,-14,21,36
COc1ccc2cc3cc(C(=O)NC4CC4)sc3nc2c1,15,1,-1,-28,1.3,11,-12,19,4
Cc1cc(C)n2nc(Cc3ccccc3)nc2n1,0,1.1,-9,-6,1.1,-7,10,13,-2
Cc1cc(Cl)nc(-c2ccccc2)n1,11,1,-4,7,0.93,-9,-7,8,-3
Cn1c(=O)c([N+](=O)[O-])c(NCCc2ccccc2)c2ccccc21,25,0.96,4,21,0.79,16,-11,1,6
N#CC1(NC(=O)CN2C(=O)NC(Cc3c[nH]c4ccccc34)C2=O)CCCCC1 (stereo not given),-11,0.99,1,-10,1.1,-5,-10,11,-3
COc1ccc(NC(=O)CN2CCN(C(=O)N3CCOCC3)CC2)cc1,-16,1,-3,-2,1,7,1,12,-3
Cc1ccc(S(=O)(=O)Nc2cc(C)on2)cc1,4,1,-2,-20,1.2,8,-3,-22,25
CNC(=O)N(O)C1N(/N=C/c2ccc(C)cc2)C(=S)SC1(C)C (stereo not given),-10,1,-3,-2,1,0,4,19,9
Cn1c2c(c(=O)n(C)c1=O)C(c1ccccc1OC(F)F)C1=C(CCCC1=O)N2 (stereo not given),26,1,-4,-10,1.1,7,3,-4,10
Cc1cc2c(c(SCC#N)n1)C(=O)OC2,-17,1,-4,-13,1.1,-10,-14,-5,-4
COc1cccc(C2/C(=C(/O)c3ccc4c(c3)CC(C)O4)C(=O)C(=O)N2CC2CCCO2)c1 (stereo not given),5,0.95,5,3,0.97,5,2,-3,4
O=C(CSc1ncn[nH]1)Nc1ccccc1-c1ccccc1,-2,1.1,-11,0,1,19,1,14,-2

Reformatted: results already given.
O=C(CSc1ncn[nH]1)Nc1ccccc1-c1ccccc1
  TIM10 inh: -2
  mIAP activ: 1.1
  mIAP inh: -11
  hIAP inh: 0
  hIAP activ: 1
  Apaf1 inhib: 19
  ATG4B inh: 1
  NLRP3 yeast inh: 14
  tim10-1 inh: -2
COc1ccc(NC(=O)CN2CCN(C(=O)N3CCOCC3)CC2)cc1
  TIM10 inh: -16
  mIAP activ: 1
  mIAP inh: -3
  hIAP inh: -2
  hIAP activ: 1
  Apaf1 inhib: 7
  ATG4B inh: 1
  NLRP3 yeast inh: 12
  tim10-1 inh: -3

Individual results from above.
mIAP inh with Cc1ccc(S(=O)(=O)Nc2cc(C)on2)cc1 reads -2
mIAP inh with Cc1cc2c(c(SCC#N)n1)C(=O)OC2 reads -4

Further results:
compound,TIM10 inh,mIAP activ,mIAP inh,hIAP inh,hIAP activ,Apaf1 inhib,ATG4B inh,NLRP3 yeast inh,tim10-1 inh
Cc1cc(NS(=O)(=O)c2ccc(NC(=O)Nc3cccc(Cl)c3)cc2)no1,8,1.1,-12,0,1,-1,-7,-11,1
COC(=O)c1nn(-c2ccc(OC)cc2)c(=O)cc1Oc1cccc(Cl)c1,5,1.1,-11,0,1,10,0,1,22
Cc1ccc(-c2csc(NC(=O)C3CCN(S(=O)(=O)c4cccs4)CC3)n2)cc1,12,1.7,-69,2,0.98,-4,-3,2,3
C=CCCOc1ccccc1C(N)=O,-10,1.1,-7,16,0.84,-4,4,24,-18
CCn1c(=O)cc(SCC(=O)NCc2ccc(C)cc2)c2ccccc21,-2,1,-3,13,0.87,7,-7,14,24
O=C(Cc1c(Cl)cccc1Cl)N1CCN(S(=O)(=O)c2cccs2)CC1,-1,1.1,-11,-5,1,21,-10,10,17
CN(Cc1nccs1)C(=O)C1CCC(=O)N(Cc2ccccc2F)C1 (stereo not given),11,0.94,6,5,0.95,0,5,7,5
Cc1ccc(S(=O)(=O)N2CCN(C(=O)CN3CCCSc4ccccc43)CC2)cc1,24,0.95,5,-5,1,19,13,12,13
Cc1nc2ccccc2cc1C(=O)N/N=C/c1ccc([N+](=O)[O-])cc1,20,1,0,-8,1.1,6,2,-1,32
COC(Cn1c(C)c(C(C)=O)c(C(C)=O)c1C)OC,-9,1,-1,3,0.97,-7,0,14,-7
OCC1(CCCc2ccccc2)CCN(C2CCC2)CC1,-15,1,-2,8,0.92,-3,-2,12,-9
CCC(=O)Oc1ccc(NC(=O)CSCc2ccccc2)cc1,1,0.97,3,8,0.92,0,-8,7,22
CN(Cc1ccccc1)C(=O)C(=O)c1cn(CC(=O)N2CCCC2)c2ccccc12,-8,0.94,6,-5,1.1,3,-6,4,6
Fc1ccccc1NC(=S)NCCc1ccccc1,15,1.1,-10,14,0.86,-2,11,25,33
Cn1cc(/C=C/C(=O)c2ccccc2)c2ccccc21,30,1,-2,-6,1.1,8,4,35,21
O=C(CSc1nnc(-c2ccc(Cl)cc2)n1Cc1ccco1)Nc1ccc2c(c1)OCCO2,6,1,0,-12,1.1,32,-12,-4,15

Carrying on.
Molecule	TIM10 inh	mIAP activ	mIAP inh	hIAP inh	hIAP activ	Apaf1 inhib	ATG4B inh	NLRP3 yeast inh	tim10-1 inh
Cc1nnc(C)n1/N=C/c1cccs1	-1	1.1	-5	-4	1	-5	-17	5	-4
Cc1ccc(S(=O)(=O)N2CCCC2)cc1C(=O)NCCOc1ccccc1	0	0.99	1	1	0.99	4	-4	9	7
Cc1ccc2oc(=O)n(CCOc3ccccc3Cl)c2c1	-14	0.99	1	10	0.9	7	-2	-8	-7
O=C1C2C3C=CC(C4CC34)C2C(=O)N1Cc1ccccc1 (stereo not given)	16	1.1	-9	-19	1.2	4	7	14	16
COc1cc(/C=N/N(c2ccccc2)c2ccccc2)ccc1O	2	0.9	10	-6	1.1	-1	13	15	-5
COc1cccc(CN(CC(=O)NCC2CCCO2)C(=O)CCC(=O)Nc2cc(C)on2)c1 (stereo not given)	13	1	-1	12	0.88	3	-3	-3	6
COc1ccc(NC(=O)CN2C(=O)CSC2=O)cc1	5	0.96	4	-18	1.2	-5	3	7	-10
CC(C)/C=C/CN1CCN(CCCc2ccccc2)C(CCO)C1 (stereo not given)	-111	0.95	5	-6	1.1	3	3	16	-101
COC(=O)/C(=C1/Oc2ccc(C(C)(C)C)cc2S1)C(F)(F)F	-16	1	-3	19	0.81	9	10	-8	4
O=C1CCc2cc(NS(=O)(=O)c3ccc([N+](=O)[O-])cc3)cc3c2N1CCC3	10	0.92	8	-3	1	7	6	17	6
CC(C)CNC(=O)NC(=O)COC(=O)C1CSC2(c3ccc(F)cc3)CCC(=O)N12 (stereo not given)	7	0.91	9	0	1	5	-5	9	8
O=C(CN1CCCCC1)Nc1ccc(NC(=O)c2ccc(Cl)cc2)cc1Cl	4	0.97	2	15	0.85	6	-5	16	6
COc1ccc2[nH]c(=O)c(CN(CCO)S(=O)(=O)c3ccc(C)cc3)cc2c1	10	1.1	-7	0	1	-4	-9	24	11
Cc1cc(C)cc(NC(=O)CSc2nc3c(oc4ccccc43)c(=O)n2-c2ccccc2)c1	28	1	-2	-4	1	20	-8	18	30
C=CCn1c(CCSCc2ccccc2)n[nH]c1=S	17	0.98	2	6	0.94	8	-4	25	16
CC(C)(C)n1nnnc1C(c1cccs1)N1CCN(Cc2ccccc2)CC1 (stereo not given)	1	1	0	-32	1.3	-25	3	-4	8
CC(C)n1nccc1NC(=O)COC(=O)c1ccc(NC(N)=O)cc1	-3	1.1	-6	-10	1.1	1	-3	3	-18
CCn1c(=O)cc(OCC(=O)Nc2ccc(C)cn2)c2ccccc21	0	0.95	5	-9	1.1	7	3	7	6
c1coc(C2OCC3(CO2)COC(c2ccco2)OC3)c1 (stereo not given)	14	1	-3	-2	1	-24	1	2	3
COc1ccc(-c2[nH]ncc2[C@@H]2C[C@H]3CN(Cc4ccccc4C)C(=O)[C@]34CCCN24)cc1	8	0.97	3	-7	1.1	6	-8	24	5

Structural class, the entries above with a furan ring, fused or not
Molecule	TIM10 inh	mIAP activ	mIAP inh	hIAP inh	hIAP activ	Apaf1 inhib	ATG4B inh	NLRP3 yeast inh	tim10-1 inh
O=C(CSc1nnc(-c2ccc(Cl)cc2)n1Cc1ccco1)Nc1ccc2c(c1)OCCO2	6	1	0	-12	1.1	32	-12	-4	15
Cc1cc(C)cc(NC(=O)CSc2nc3c(oc4ccccc43)c(=O)n2-c2ccccc2)c1	28	1	-2	-4	1	20	-8	18	30
c1coc(C2OCC3(CO2)COC(c2ccco2)OC3)c1 (stereo not given)	14	1	-3	-2	1	-24	1	2	3

(cont.)
Molecule	TIM10 inh	mIAP activ	mIAP inh	hIAP inh	hIAP activ	Apaf1 inhib	ATG4B inh	NLRP3 yeast inh	tim10-1 inh
O=C(CSCc1ccccc1Br)Nc1ccccc1	-3	1	-2	2	0.98	-4	3	33	3
CCn1c(SCC(=O)NC2=NCCS2)nnc1C(C)NC(=O)c1ccccc1F (stereo not given)	1	0.99	1	0	1	4	-6	-1	18
CC(O)(CS(=O)(=O)Cc1ccccc1Cl)C(=O)Nc1cccc(C(F)(F)F)c1 (stereo not given)	18	1	-4	5	0.95	-6	-1	6	21
CN=c1scc(-c2ccccc2F)n1/N=C/c1ccc[nH]1	-4	0.92	8	8	0.92	11	7	13	20
CN=Cc1sc2ccccc2c1O	20	0.96	4	7	0.93	-5	-10	20	16
COc1ccccc1NC(=O)CSc1nc2[nH]ncc2c(=O)[nH]1	4	0.96	4	-2	1	-5	6	15	4
S=C(Nc1ccc(Cl)cc1)NC1CC2CCCC(C1)N2C1CC1 (stereo not given)	4	2.6*	-164	-12	1.1	-16	-11	-1	-19
COc1ccc([N+](=O)[O-])cc1NC(=O)C(C)Sc1ccccc1 (stereo not given)	16	0.92	8	-7	1.1	3	-7	20	21
CC(C)(C)OC(=O)CC[C@@H](C(=O)N1CCN(C(=O)OC(C)(C)C)CC1)n1cc(C(Cc2ccc(O)cc2)NC(=O)OC(C)(C)C)nn1 (stereo not given in full)	9	1	-2	8	0.92	0	-14	12	4
COc1ccc(S(=O)(=O)N(C)Cc2ccc3c(c2)OCCO3)cc1	4	1	-2	6	0.94	-1	4	19	33
